Bioassay records from PubChem.
M5 antag – CHRM5 antagonism in calcium assay. CHO-hM5 cells, Fluo-8 calcium fluorescence, ACh EC80. inhibition, % at 3 µM. hit rate 0.59% among 360,000;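 active = inhibition above a per-plate cutoff, the mean of that plate's test compounds plus 3 SD, cut at about 27% in these data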;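 also: 0% = acetylcholine EC80 with DMSO and 100% = DMSO without agonist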
Target sequence (P08912 whole entry, looked up): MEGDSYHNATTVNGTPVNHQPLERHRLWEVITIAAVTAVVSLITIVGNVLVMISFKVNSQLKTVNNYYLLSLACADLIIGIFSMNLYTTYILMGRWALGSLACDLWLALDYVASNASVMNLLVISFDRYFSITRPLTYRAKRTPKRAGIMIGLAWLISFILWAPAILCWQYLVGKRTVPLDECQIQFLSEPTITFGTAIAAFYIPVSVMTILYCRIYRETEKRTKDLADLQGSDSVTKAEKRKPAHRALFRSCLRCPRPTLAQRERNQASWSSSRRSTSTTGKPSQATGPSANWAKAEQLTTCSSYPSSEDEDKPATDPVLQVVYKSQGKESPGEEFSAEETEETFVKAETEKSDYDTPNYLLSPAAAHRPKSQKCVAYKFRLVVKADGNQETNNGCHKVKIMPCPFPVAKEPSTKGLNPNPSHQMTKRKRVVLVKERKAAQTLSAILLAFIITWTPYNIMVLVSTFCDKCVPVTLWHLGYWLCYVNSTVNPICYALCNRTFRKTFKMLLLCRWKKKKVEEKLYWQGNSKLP
CHRM5 PAM – CHRM5 positive allosteric modulation | P08912 | CHO-K1 hM5, Fluo-8 calcium, ACh EC20 PAM; 0% = ACh EC20, 100% = ACh EC100 | activation, % at 3 µM | hit rate 0.3% among 360,000 | AID 624038;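 active = activation above the run cutoff, the mean activation of all test compounds plus 3 SD, cut at about 18% in these data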
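System: CHO-K1 hM5 cells. Reagent: acetylcholine, EC20 level. Compound dosing: single dose, 3 µM nominal final test concentration. Timing: Post-acetylcholine fluorescence recording 140 s. Detection: Fluo-8 calcium fluorescence. Read-out: % activation, ACh-normalized. Benchmarks: ACh EC20 and EC100 wells. Repeats: singlicate, one well per test compound.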
M1 PAM – human CHRM1 positive allosteric modulation; hit rate 0.088% among 360,000; CHO-K1 hM1, Fluo-8 calcium fluorescence, ACh EC20; 0% = ACh EC20, 100% = maximal ACh; activation, % at 3 µM; in the data active = activation above about 19%, passing the limit was not always enough
Target sequence (P11229 whole entry, looked up): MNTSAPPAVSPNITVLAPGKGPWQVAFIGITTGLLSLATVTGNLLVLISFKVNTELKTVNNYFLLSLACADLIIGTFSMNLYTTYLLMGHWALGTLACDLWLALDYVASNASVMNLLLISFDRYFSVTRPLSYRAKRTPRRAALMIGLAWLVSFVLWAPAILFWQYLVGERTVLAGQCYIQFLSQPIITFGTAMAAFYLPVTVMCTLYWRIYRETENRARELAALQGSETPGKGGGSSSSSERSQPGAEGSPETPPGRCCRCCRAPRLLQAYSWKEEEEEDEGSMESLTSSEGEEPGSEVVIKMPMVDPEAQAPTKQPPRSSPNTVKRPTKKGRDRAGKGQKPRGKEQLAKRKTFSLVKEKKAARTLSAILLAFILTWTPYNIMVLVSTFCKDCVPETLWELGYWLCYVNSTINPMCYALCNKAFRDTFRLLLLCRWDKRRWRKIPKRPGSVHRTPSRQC
M4 antag – antagonists of human muscarinic M4 receptor (CHRM4); inhibition, % at 3 µM; AID 624125; CHO-hM4 cells, ACh EC80, Fluo-8 calcium fluorescence; hit rate 0.73% among 360,000; P08173;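 active = inhibition above its plate's cutoff, the mean inhibition of sample wells plus 3 SD, cut at about 27% in these data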;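 also: 0% = acetylcholine EC80 with DMSO and 100% = DMSO without agonist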
M4 PAM – potentiates acetylcholine response at human M4 receptor; CHO-K1 hM4/Gqi5, Fluo-8 calcium fluorescence, ACh EC20; 0% = ACh EC20, 100% = maximal ACh; activation, % at 3 µM; hit rate 0.4% among 360,000; AID 624126;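 active = activation above its plate's cutoff, the mean activation of sample wells plus 3 SD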; also: some results filed as inactive read as strong as hits
CRFBP-R2 block – CRF-BP/CRF-R2 complex antagonism. HEK293 CRF-R2/CRF-BP, CRF-induced calcium fluorescence. inhibition, % at 11.8 µM. hit rate 0.59% among 350,000;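 active = inhibition of the ligand-induced calcium signal above about 50% at the single tested concentration, limit read from the data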
M4 ag – agonists of human muscarinic M4 receptor (CHRM4); CHO-K1 hM4/Gqi5, Fluo-8 calcium fluorescence; vehicle 0%, full acetylcholine response 100%; AID 624127; hit rate 0.14% among 360,000; activation, % at 3 µM; P08173;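 active = activation above the run mean over all test wells plus 3 SD, cut at about 32% in these data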;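 also: peak over basal fluorescence ratio per well then scaled between controls; 0% = DMSO wells and 100% = acetylcholine at EC100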
CRFBP-R2 agonist – CRF-BP/CRF-R2 complex agonism; HEK293 CRF-R2/CRF-BP, calcium dye fluorescence (FLIPR); percent of saturating CRF peptide response; activation, % at 13.2 µM; hit rate 0.46% among 350,000;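 active = activation of at least 50%, plus an integration ratio under a set limit after plate pattern correction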;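 also: plate controls were neutral control wells without compound for no effect and CRF at EC100 for full effect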
CHRM5 agonist – agonists of human muscarinic M5 receptor (CHRM5); P08912; CHO-K1 hM5 cells, Fluo-8 calcium fluorescence; 0% DMSO wells, 100% maximal acetylcholine response; activation, % at 3 µM; hit rate 0.19% among 360,000; AID 624037;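 active = activation above the run's mean over test compounds plus 3 SD, cut at about 23% in these data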;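 also: signal is peak over basal fluorescence ratio across the kinetic read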
* marks the source's active call; other numbers are inactive results; · = no result given. This is a random part of the collection; about 2.6% have a hit in one of these screens.

SMILES | M5 antag | CHRM5 PAM | M1 PAM | M4 antag | M4 PAM | CRFBP-R2 block | M4 ag | CRFBP-R2 agonist | CHRM5 agonist
CC1(C)C/C(=C(/C#N)C(N)=O)CCO1 | 1 | -4 | 2 | 3 | -2 | 2 | 0 | -0.5 | 1
Nn1c(COc2cccc(Br)c2)nnc1SCC(=O)NCC1CCCO1 (stereo unspecified) | 4 | 3 | 0 | 1 | -2 | -8 | 0 | 5.2 | 3
NC(N)=N/N=C/c1cc([N+](=O)[O-])ccc1O | 8 | 1 | 6 | 1 | 6 | 33 | 2 | -2.7 | -1
CCCC(=O)Nc1cc(Cl)ccc1N1CCN(C(=O)CC)CC1 | 4 | -1 | 4 | 2 | 4 | 10 | -2 | -2.2 | 1
O=C(NCCc1ccc(F)cc1)c1ccncc1 | 5 | -5 | 16 | 6 | 1 | 2 | 1 | 0.4 | -5
Cc1ccc(C(C(=O)NC(C)(C)C)N(Cc2ccc3c(c2)OCO3)C(=O)c2ccc(CN3CCOCC3)o2)o1 (stereo unspecified) | 11 | -2 | 7 | -4 | -3 | 3 | 2 | 0.2 | -1
O=C(Nc1nc2c(s1)CCc1ccccc1-2)c1ccco1 | -1 | -2 | 6 | -9 | 2 | -10 | 0 | -0.2 | 10
CCc1cc2c(SCC(=O)NC(=O)c3cccn3C)ncnc2s1 | -6 | -12 | -17 | -17 | -6 | -10 | 13 | 0.9 | -2
CCOC(=O)C1CCCN(C(=O)/C=C/c2ccc([N+](=O)[O-])cc2)C1 (stereo unspecified) | 4 | -1 | 6 | -6 | 5 | 9 | 1 | -2.4 | -3
COC(CNC(=O)c1ccc(CS(=O)(=O)c2ccc(C)cc2)o1)OC | -5 | 2 | 5 | -16 | 3 | 18 | 1 | 0.9 | -1
CCS(=O)(=O)NCC(c1cccnc1)N1CCN(c2ccccc2OC)CC1 (stereo unspecified) | -4 | -1 | 3 | 1 | -3 | 10 | 1 | -2.3 | 1
O=C(NCc1ccco1)C1CCC(N2C(=O)c3ccccc3C2=O)CC1 (stereo unspecified) | -8 | 6 | 10 | 0 | 6 | 4 | 1 | -0.4 | -1
COc1ccc(C(CNC(=O)c2cccc(S(=O)(=O)Nc3ccc(Br)cc3)c2)N(C)C)cc1 (stereo unspecified) | 6 | -4 | 7 | 2 | 2 | -21 | 9 | 1.2 | -6
COc1ccc(-n2nnnc2SCC(=O)c2ccc3c(c2)OCCO3)cc1 | -3 | 4 | 3 | -1 | 14 | 37 | 0 | -0.6 | -4
CC(C)(C)C(=O)CSc1ncnc2c1cnn2Cc1ccccc1 | 15 | -8 | -8 | 9 | -5 | -3 | 2 | 6.1 | -4
CC[C@@H](C)C(NC(=O)OC(C)(C)C)c1cn([C@@H](Cc2ccc(O)cc2)C(=O)N2CCN(C(=O)OC(C)(C)C)CC2)nn1 (stereo partly specified) | -1 | 5 | 5 | -19 | 14 | -8 | 3 | -2.2 | 0
CCOc1ccc(/C=C/C(=O)OCC(=O)NCCc2ccc(OCC)c(OCC)c2)cc1OC | 4 | -4 | 4 | -9 | 2 | 1 | 1 | -1.6 | -1
COc1ccc(CCNC(=O)CSc2ccc(-c3cccs3)nn2)cc1OC | 6 | 1 | 6 | -6 | 1 | 2 | 4 | -3.2 | -2
COc1ccc(C(O)(c2ccccc2OC)C(CN2CCOCC2)c2ccccc2)cc1 (stereo unspecified) | 2 | 12 | 2 | -1 | -6 | 5 | -1 | -0.6 | -5
Cc1ccccc1-c1nc2ccccc2o1 | -2 | 3 | -9 | 6 | 1 | -2 | 0 | -0.4 | 3
Cc1ccc(C(=O)OCC(=O)NC2CCCCC2)o1 | -6 | 7 | 13 | -3 | 11 | -6 | 1 | 0.6 | -4
CC(C)(C)NC(=O)C(c1ccncc1)N(Cc1cccs1)C(=O)Cn1nnc(-c2cccs2)n1 (stereo unspecified) | 2 | -1 | 0 | 7 | 8 | -16 | 2 | -0.8 | 2
Cc1ccc(S(=O)(=O)N(C(=O)c2ccco2)c2cc3sc(=O)oc3c3ccccc23)cc1 | 5 | 2 | 6 | 16 | 1 | -17 | 0 | -0.2 | 2
CCOC(=O)Cc1csc(NC(=O)CSc2nnc3ccccn23)n1 | -10 | 5 | 9 | -6 | 8 | 0 | 2 | -1.6 | 0
COc1cc(NC(=O)c2c(F)cccc2F)nc(OC)n1 | 0 | 1 | 2 | 6 | 0 | 9 | 1 | 3.1 | 0
CCOC(=O)C1(C)CCN1C(=O)c1ccc2ccccc2c1 (stereo unspecified) | 16 | 4 | 5 | 3 | -1 | · | 1 | · | 3
Cc1cc(C)c(C(=O)NCCCN2CCOCC2)c(C)c1 | -12 | 7 | 1 | -8 | -3 | -3 | 0 | 1.7 | 8
COc1ccc(-c2cn[nH]c2-c2ccc(OCc3ccccc3)cc2O)cc1OC | -7 | 12 | 16 | 6 | 8 | 16 | 0 | 0.3 | -3
CCC(C)NC(=O)COC(=O)Cc1sc(N)nc1-c1ccc(C)cc1 (stereo unspecified) | 3 | 0 | -6 | 6 | -1 | 14 | 1 | 0.2 | -2
OC[C@@H]1CN(Cc2ccc3c(c2)OCO3)C[C@H](n2cnc3c(NCc4ccco4)ncnc32)O1 | -2 | 3 | 11 | -12 | 9 | · | 11 | · | 2
Cc1nn(CC(=O)N2CC(=O)Nc3ccccc32)c(C)c1[N+](=O)[O-] | 2 | 1 | -2 | 4 | -2 | 1 | 0 | 0.8 | -3
Cc1ccc(S(=O)(=O)N2CCN(C(=O)COC(=O)c3ccc(Cl)nc3)CC2)c(C)c1 | 0 | 2 | 3 | -15 | 8 | 6 | 2 | 0.5 | -3
Cc1oc(-c2cccs2)nc1CSCC(=O)NC1CC1 | -2 | 1 | 6 | 5 | 4 | 8 | 0 | -1.3 | -2
O=C(CSc1nnc(-c2ccco2)n1Cc1ccccc1)NCc1ccccc1 | 0 | -1 | 7 | 3 | -4 | 3 | 0 | -0.5 | -3
Nc1nonc1-c1noc(CCCN2C(=O)c3ccccc3C2=O)n1 | 13 | 1 | -1 | 0 | 4 | 12 | 2 | -0.9 | -3
C#CCNC(=O)C[C@@H]1C[C@@]2(C(=O)OCC)CCCC=C2N(Cc2ccccc2)C1=O | 5 | -1 | · | 0 | 1 | · | 2 | · | 0
Cc1ccc(S(=O)(=O)NC2=NCCCCC2)cc1 | -4 | 2 | 7 | -1 | 1 | 4 | 1 | -1.1 | -1
CCN(CC)c1ccc(/C=N/NC(=O)c2cccc(S(=O)(=O)N3CCOCC3)c2)c(O)c1 | 4 | -7 | -3 | 9 | -9 | -42 | 13 | 16 | -3
CC(=O)c1c(C)nn(CC(O)COc2ccc3ccccc3c2)c1C (stereo unspecified) | 11 | -4 | 8 | -2 | -9 | 14 | 8 | -4.3 | 3
Cc1cc(-c2nn(C)c(=O)c3ccccc23)ccc1CNC(=O)NC1CCCCC1 | 3 | -5 | 9 | -2 | -2 | 3 | 1 | -0.5 | -3

Sorted by count of non-hydrogen atoms (descending): part of the list above.
SMILES | M5 antag | CHRM5 PAM | M1 PAM | M4 antag | M4 PAM | CRFBP-R2 block | M4 ag | CRFBP-R2 agonist | CHRM5 agonist
Cc1cc(-c2nn(C)c(=O)c3ccccc23)ccc1CNC(=O)NC1CCCCC1 | 3 | -5 | 9 | -2 | -2 | 3 | 1 | -0.5 | -3
Nc1nonc1-c1noc(CCCN2C(=O)c3ccccc3C2=O)n1 | 13 | 1 | -1 | 0 | 4 | 12 | 2 | -0.9 | -3
Cc1ccc(S(=O)(=O)NC2=NCCCCC2)cc1 | -4 | 2 | 7 | -1 | 1 | 4 | 1 | -1.1 | -1

(continued)
SMILES | M5 antag | CHRM5 PAM | M1 PAM | M4 antag | M4 PAM | CRFBP-R2 block | M4 ag | CRFBP-R2 agonist | CHRM5 agonist
CCN(CC(=O)Nc1c(F)cccc1F)C(=O)c1ccc(COc2ccccc2)cc1 | 1 | -9 | -6 | -1 | -3 | -3 | 17 | -0.2 | 5
O=S(=O)(CCN1CCSCC1)c1ccccc1 | 9 | 7 | 7 | 25 | -7 | 10 | 1 | -1.9 | 2
CC[N+](C)(CC)CCC/C(=N/O)C(O)(c1ccccc1)c1ccccc1 | 14 | -22 | -20 | 33* | -14 | 6 | 0 | -1.8 | -18
Cc1ccc(NC(=S)NC2CCCC2)cc1C | 4 | -10 | -16 | 1 | 0 | 12 | 0 | -5.2 | -9
O=C(NCc1ccc2c(c1)OCO2)C1CCCN(C(=O)c2ccc(Cl)cc2)C1 (stereo unspecified) | -10 | 6 | 2 | 5 | -3 | 10 | 0 | 1.1 | -4
O=C(CN1CC[n+]2c(-c3cccs3)csc21)c1ccc(Br)cc1 | 2 | 0 | -12 | 8 | -8 | 14 | 1 | -2.7 | -10
O=C(Nc1ccccc1F)N1CCCC1c1cccnc1 (stereo unspecified) | 13 | -1 | 1 | 7 | -12 | 8 | 0 | -0.6 | 1
Cc1ccc(OCc2nc(-c3ccc(Cl)cc3)n[nH]2)cc1 | 6 | -5 | -7 | 9 | -4 | -56 | 1 | 9.4 | -2
CCCc1c(C(=O)N/N=C/c2ccc(OCc3ccccc3)c(OC)c2)nnn1-c1nonc1N | 6 | -4 | -4 | -13 | 4 | -21 | 0 | 16 | -5
CCCc1ccc2oc(C(=O)N3CCN(c4cnccn4)CC3)c(C)c2c1 | 4 | -5 | 15 | -13 | 5 | 2 | 4 | 6.0 | 2
Cc1cc2nc(-c3ccco3)c(CC(C)(C)C)n2c(C)c1Br | 3 | -3 | -1 | -5 | -2 | · | 0 | · | 0
CCCNC(=O)N1CCC(c2ccc3c(c2)OCO3)CC1 | 1 | -4 | 15 | -9 | 4 | 3 | -1 | 0.7 | 4
O=C(O)C1CCC(N2C(=O)C3C4CCC(C4)C3C2=O)CC1 (stereo unspecified) | 1 | 3 | 3 | 0 | -3 | 33 | 0 | -0.2 | -1
CN(C/C=C/c1ccccc1)C1CCCCC1 | -5 | 1 | 8 | -10 | 0 | -12 | 4 | 7.4 | -5
CC(=O)Nc1c(O)c2cccc3c2n(c1=O)CCC3 | 0 | 10 | 8 | 6 | 9 | 11 | 2 | -3.0 | 3
Cc1ccc(SCCC(=O)OCC(=O)Nc2ccc(S(N)(=O)=O)cc2)cc1 | 6 | -1 | -5 | 4 | -21 | 17 | 3 | -6.1 | -1
N#CC1=C(N)NC(=S)C(C(N)=O)C1c1ccc([N+](=O)[O-])cc1 (stereo unspecified) | -4 | 4 | 7 | -6 | 3 | 10 | 2 | 2.5 | 3
COc1ccc(NC(=O)c2cccc(S(=O)(=O)N3CCc4ccccc43)c2)cn1 | 6 | -1 | -2 | -10 | 0 | 18 | 5 | 1.9 | -1
CC(C)C(C)N(Cc1ccc(C(=O)O)cc1)C(=O)c1ccc2ccccc2n1 (stereo unspecified) | 0 | 5 | 1 | 6 | 2 | -14 | 0 | -0.7 | 0
CCOC(=O)CCc1n[nH]c(=O)[nH]c1=O | -6 | -3 | 1 | -12 | 1 | 14 | 0 | 1.1 | -2
Cc1ccc(C)c(NC(=O)CN(C)C(=O)c2ccc(S(=O)(=O)N(C)c3ccccc3)cc2)c1 | -4 | 3 | 4 | -2 | 0 | 3 | 10 | -0.4 | 1
CC(=O)NC(c1cccc(F)c1)c1nc(-c2cccs2)cs1 (stereo unspecified) | 0 | 0 | 7 | -6 | 6 | · | 1 | · | 1
CC(=O)N1N=C(c2ccc(Cl)cc2)OC1c1ccc(C(C)C)cc1 (stereo unspecified) | -8 | 33* | 5 | -16 | 2 | -16 | 1 | 0.5 | 6
